# Bioassay records: PubChem BioAssay, National Center for Advancing Translational Sciences (NCATS)
# A-T KAP1 phos: potential ataxia-telangiectasia treatment; […] A-T fibroblasts, KAP-1 phosphorylation AlphaLISA; neocarzinostatin DNA damage 30 min before lysis; Potency, µM (doses to about 57.5 µM), inactives show at the highest dose activation, usual class: activators; hit rate 0.19% among 320,000; AID 485349; further: potency means the concentration at half of the fitted maximal effect; % of control where 0% means no effect; nearly all actives have a fitted effect of over 45% in size
#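 ATM-like activity read as KAP-1 phosphorylation via AlphaLISA donor/acceptor antibody pairs after lysis and 6 hr at 25C. Cells were ATM-null patient fibroblasts ([…], hTERT), dosed 60 min, then exposed to the DSB inducer NCS for 30 min.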
# TSHR antag: antagonists of human thyroid stimulating hormone receptor | hit rate 0.2% among 330,000 | P16473 | TSHR-expressing cells, TSH-stimulated cAMP HTRF, 2 h; stronger effect = lower value | activity change, negative = inhibition, % at 11.5 µM;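 active means activity change below a set negative limit, meaning inhibition stronger than a set level, cut at about -70% in these data; inconclusive means activity change between two set negative limits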; further: on the % scale 0 is the no-effect control and ±100 the full control effect
# Target sequence (P16473 whole entry, looked up): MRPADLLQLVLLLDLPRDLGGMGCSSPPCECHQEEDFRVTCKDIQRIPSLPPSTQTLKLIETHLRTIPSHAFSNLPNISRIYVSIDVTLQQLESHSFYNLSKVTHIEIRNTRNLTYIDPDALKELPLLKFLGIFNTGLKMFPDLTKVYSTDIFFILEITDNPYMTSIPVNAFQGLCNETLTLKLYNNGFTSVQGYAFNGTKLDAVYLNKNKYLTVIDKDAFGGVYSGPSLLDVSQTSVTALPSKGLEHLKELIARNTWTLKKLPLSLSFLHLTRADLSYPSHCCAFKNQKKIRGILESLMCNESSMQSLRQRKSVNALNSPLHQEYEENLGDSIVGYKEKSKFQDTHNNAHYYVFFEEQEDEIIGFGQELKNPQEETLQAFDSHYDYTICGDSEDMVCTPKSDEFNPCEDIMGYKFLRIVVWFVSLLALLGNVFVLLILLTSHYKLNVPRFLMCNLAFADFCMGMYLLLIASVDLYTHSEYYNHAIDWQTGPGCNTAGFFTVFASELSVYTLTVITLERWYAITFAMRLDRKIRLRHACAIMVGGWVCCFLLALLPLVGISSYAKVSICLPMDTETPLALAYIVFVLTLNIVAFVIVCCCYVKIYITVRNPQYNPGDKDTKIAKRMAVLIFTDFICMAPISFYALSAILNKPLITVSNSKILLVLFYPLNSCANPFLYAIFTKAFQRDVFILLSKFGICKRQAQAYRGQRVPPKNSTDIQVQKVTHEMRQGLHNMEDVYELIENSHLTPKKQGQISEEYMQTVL
#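 Competitive HTRF cAMP read-out (cryptate anti-cAMP antibody, cAMP-d2; 30 min, room temperature) in freshly harvested TSHR cells. Compounds added before TSH at EC80 (4nM final), followed by 2 hours' incubation at 37 deg C.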
# GALK inhibitor: inhibitors of human galactokinase; P51570; Purified GALK, Kinase-Glo residual ATP luminescence; Potency, µM (series often up to 57.5 µM), inactives show at the top dose activity change, negative = inhibition, most hits filed as inhibitors; hit rate 0.007% among 270,000; further: potency means the concentration at half of the fitted maximal effect; on the % scale 0 is the no-effect control and ±100 the full control effect
#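 Luminescence from leftover ATP (Ultra-Glo luciferase/luciferin) served as read-out after a 1 h room-temperature reaction of 5 nM GALK with 35 uM ATP and 100 uM galactose.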
# BCR signal inh: chronic active BCR signaling inhibition. ABC-DLBCL IkBa-CBG/CBR reporter, luminescence ratio, 4 h. Potency, µM (doses to about 46.1 µM), for inactives: at the top dose ratio change, negative = lower green/red ratio, usual class: inhibitors. hit rate 0.05% among 340,000. AID 493014; active means well fitted inhibition curve with a large enough effect in the signal ratio, with a control signal flat, not every such curve was filed as active; inconclusive means small, poorly fitted or top-dose-only effect, or effect the other way, or a change in a side signal; the % refers to the signal ratio;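 further: potency means the concentration at half of the fitted maximal effect; plate controls were basal doxycycline-induced cells for no effect and cells given 10 µM MG132 for full effect; MG132 reads +100%, hits lower the ratio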
#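 Concentration-response series (up to 46 uM) were applied to TMD8 dual-reporter cells for 4 h at 37C with doxycycline. Green/red ratio, after filter-overlap correction, defined %Activity; red signal alone was normalised to basal cells and zero luminescence.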
# hERG WT inh: KCNH2 (human, wildtype) channel inhibition | Q12809 | U2OS, BacMam KCNH2, thallium flux FluxOr; stronger effect = lower value | activity change, % at 1.84 µM | hit rate 0.37% among 340,000;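 active means maximum activity change below -70%; inconclusive means maximum activity change between -70% and -50%; inactive means maximum activity change above -50%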; further: on the % scale 0 is the no-effect control and ±100 the full control effect
#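 U2OS cells were transduced with wild-type KCNH2 virus (2.03 x 10^8 / mL) for 4 h at room temperature, then cultured overnight at 37 C. Thallium flux was read with FluxOr dye. Rate constants were normalized to DMSO controls.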
# FBPA coupling cs: counter-screen for Giardia aldolase inhibitors: coupling enzyme system; coupling enzyme system counterscreen, AmpLite Red fluorescence; activity change, negative = inhibition, % at 58.2 µM, hits read low; hit rate 0.67% among 290,000; AID 2472; in the data active means activity change below about -30%; further: on the % scale 0 is the no-effect control and ±100 the full control effect
#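 Coupling enzymes only (glyceraldehyde-3-phosphate) + compound, at 57.5 uM final, 10 min RT; add substrate/coupling/AmpLite Red mix, 20 min RT; fluorescence ex 525/em 598 nm. Actives flag coupling-system interference.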
# TCR activator: activates T cell receptor signaling | primary human leukocytes, anti-CD3, IL-2 HTRF, 48 h | Potency, µM (doses to about 9.22 µM), without a hit: top-dose activation of IL-2 secretion, usual class: activators | 330,000 tested, under 10 active; further: % of control where 0% means no effect
#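 Primary human leukocytes incubated 48 hr with anti-CD3 beads plus compound, without co-stimulation. Secreted IL-2 measured by HTRF (europium cryptate/d2 anti-IL-2 pair, 320 nm excitation, 665 nm emission).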
# MLL CXXC-DNA inh: MLL CXXC-DNA interaction inhibition; hit rate 0.037% among 290,000; Potency, µM (top dose mostly 115 µM), inactives show top-dose activity change, negative = inhibition, most hits filed as inhibitors; MLL-CXXC / FITC-HOXA9 DNA fluorescence polarization; Q03164; active means well fitted inhibition curve with a large enough effect in the polarisation, with a control signal flat, not every such curve was filed as active; inconclusive means small, poorly fitted or top-dose-only effect, or effect the other way, or a change in a side signal; inactive means no such curve, though single readings can be large or run the other way; the % refers to the polarisation; further: potency means the concentration at half of the fitted maximal effect
#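 Purified MLL-CXXC (added from a 7 uM solution) was preincubated 5 min at ambient with pinned compounds in 50 mM Tris-HCl pH 7.5, 50 mM NaCl, 1 mM DTT, 0.05% BSA. Fluorescein-labeled HOX-A9 DNA (50 nM solution) followed, 30 min, then polarization read.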
# Giardia killer: kills Giardia lamblia. AID 540267. Giardia lamblia trophozoite viability. hit rate 0.15% among 340,000. activity change, % at 7.66 µM, hits read low; in the data active means activity change below about -80%; inconclusive means between about -30% and that limit;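 further: parasites exposed to compound for two days anaerobically before the ATP read; on the % scale 0 is the no-effect control and ±100 the full control effect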
#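 Media and compound were dispensed first, then trophozoites at 100 cells/well; plates sat 48 hrs at 37 deg C without oxygen before ATP luminescence reagent was added and read after 15-30 min at room temperature.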
# Tb PFK inh: T. brucei PFK enzyme inhibition. T. brucei PFK, ADP-Glo luminescence. hit rate 0.17% among 330,000. Potency, µM (top dose mostly 57.5 µM), for inactives: at the highest dose activity, negative = inhibition, most hits filed as inhibitors. AID 485367;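 further: potency means the concentration at half of the fitted maximal effect; 0% = uninhibited 1x PFK enzyme wells and -100% = no-enzyme wells; nearly all actives have a fitted effect of over 60% in size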
#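 ADP-Glo luminescence quantified ADP after 45 min at room temperature, with 1.25 nM T. brucei PFK, 0.1 mM ATP and 0.5 mM fructose-6-phosphate in pH 8.0 TEA buffer. qHTS titrations up to 57 µM; curves classified by quality.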
# The depositor's hits bear a star; ? = inconclusive; . = no result given; & = joins results of further samples; [ ] = dose if it differs, or a comment. Unless noted, the call rests on the fitted dose curve; in most records, active means well fitted curve in the direction sought with a large enough effect; inconclusive means small, poorly fitted or top-dose-only effect, or another doubt; inactive means no such curve, though single readings can be large; an effect the other way counts as inactive or inconclusive.
SMILES,A-T KAP1 phos,TSHR antag,GALK inhibitor,BCR signal inh,hERG WT inh,FBPA coupling cs,TCR activator,MLL CXXC-DNA inh,Giardia killer,Tb PFK inh
O=C(Nc1ccc(S(=O)(=O)Nc2nccs2)cc1)c1nn(-c2ccccc2)ccc1=O,2%,4,0%,4%,-37,4,1%,2%,?,?
O=C(CCNc1ccc(Cc2ccncc2)cc1)c1ccc([N+](=O)[O-])cc1,-2%,-3,-2%,?,1,1,4%,-7%,-11,0%
O=C(O)CN1CCCC1=Nc1ccccc1,16%,13,1%,14%,-10,7,.,1%,6,3%
Cc1ccc(NC2=Nc3ccccc3CS2)cc1,-2%,-2,0%,?,-15,0,7%,?,-12,1%
CC(Cl)C(=O)Nc1ccccc1C#N (stereo not given),2%,4,5%,-3%,3,2,-7%[46.1 µM],3%,-13,1%
CCCNCc1cc(OCC)c(OCC(=O)Nc2ccccc2)cc1Br,-3%,5,-1%,?,5,2,-1%,7%,9,20%
C=CCN1C(=O)C(CC(=O)Nc2ccccc2F)S/C1=N\c1nccs1 (stereo not given),-8%,-7,1%,3%,-7,-1,-4%,4%,11,1%
Cc1cnc(C(=O)Nc2ccc(N3CCCCC3)cc2)cn1,0%,-7,0%,1%,-11,1,13%,2%,2,5%
COc1ccc(N2CC(C(=O)Nc3nnc(Cc4ccccc4)s3)CC2=O)cc1 (stereo not given),4%,-2,-4%,-7%,4,-2,0%,7%,1,-1%
CCC1(c2ccccc2)NC(=O)N(Cc2cccc([N+](=O)[O-])c2)C1=O (stereo not given),1%,4,1%,4%,5,-1,7%,5%,-17,-1%
Cc1ccc(Nc2c(-c3cccnc3)nc3ccc(Br)cn23)cc1,10%,22,1%,5%,-10,2,-5%,15%,6,-1%
CCC(C)[C@H]1CN=C(N)N1CCCc1cc(OC)c(OC)c(OC)c1 (stereo not given in full),-13%,-4,-1%,0%,-4,4,-13%,5%,13,0%

# Next section; the last 2 above are carried over.
SMILES,A-T KAP1 phos,TSHR antag,GALK inhibitor,BCR signal inh,hERG WT inh,FBPA coupling cs,TCR activator,MLL CXXC-DNA inh,Giardia killer,Tb PFK inh
Cc1ccc(Nc2c(-c3cccnc3)nc3ccc(Br)cn23)cc1,10%,22,1%,5%,-10,2,-5%,15%,6,-1%
CCC(C)[C@H]1CN=C(N)N1CCCc1cc(OC)c(OC)c(OC)c1 (stereo not given in full),-13%,-4,-1%,0%,-4,4,-13%,5%,13,0%
C/C(=N\NC(=O)c1ccc(-c2ccccc2)cc1)C1C(=O)c2ccccc2C1=O,1%,-24,0%,2%,-5,1,12%,16%,-13,3%
CCOc1ccccc1N1CCN(S(=O)(=O)c2cccs2)CC1,2%,-4,0%,6%,-3,1,-4%,1%,1,-5%
c1ccc(Cn2c(NCc3ccco3)nc3ccccc32)cc1,-9%,8,0%,19%,3,1,1%,2%,1,1%
Cc1nc(CS(=O)(=O)c2ccccn2)sc1C(=O)NNC(=O)c1c(F)cccc1Cl,-7%,3,3%,9%,3,-1,2%,2%,2,-2%
CS(=O)(=O)c1nc(S(=O)(=O)c2ccc(Cl)cc2)c(N2CCCCCC2)s1,-2%,-5,-8%,0%,-1,-1,-5%,29%,-2,0%
COc1ccc(OC)c(C(O)c2nc3ccccc3n2C(C)C)c1 (stereo not given),-4%,-1,0%,0%,3,1,-2%,5%,-11,-11%
C=CCc1ccccc1OCC(=O)OCCNC(=O)c1cccnc1,0%,9,-1%,-8%,3,7,-1%,17%,-18,1%
CCc1ccc(N(C(=O)CNC(=O)c2ccco2)C(C(=O)NCC2CCCO2)c2ccccc2)cc1 (stereo not given),0%,8,0%,3%,7,-4,2%,-3%,4,-1%
Cc1nnc(SCC(=O)Nc2ccccc2)[nH]c1=O,-3%,3,0%,8%,-8,1,-19%,-2%,-1,5%
CNC(=O)[C@@H]1C[C@H]1[C@@H](NC(=O)OCc1ccccc1)c1ccccc1,-6%,-1,.,?,-5,2&1,2%,-2%,-2,5%
O=C(O)CCNC(=O)c1ccc(Br)o1,.,43,0%,1%,-12,-3,-4%,-2%,-5,-3%
O=C1CS/C(=N/N=C\c2ccn[nH]2)N1,-5%,15,6%,2%,-1,-1,5%,-8%,9,-2%
Cc1ccc(N2CCN(c3ccc(C)cc3)C2c2cccnc2)cc1,-1%,-17,0%,?,-7,-4,0%,-11%,-7,0%
N=c1n(CCN2CCCCC2)c2ccccc2n1CC(O)COc1ccccc1 (stereo not given),-5%,2,0%,-2%,22,2,-1%,4%,-11,3%
CCOC(=O)Cc1csc(NC(=O)c2c(-c3ccccc3)noc2C)n1,2%,-12,-3%,1%,7,-3,.,10%,1,1%
O=C(NC1CCN(Cc2ccccc2)CC1)c1cc(S(=O)(=O)Nc2ccc(F)cc2)ccc1Cl,-1%,-10,.,1%,54,.,8%,.,4,0%
CC(C)C(NC(=O)c1c(F)cccc1F)C(=O)NC1CC(C)(C)NC(C)(C)C1 (stereo not given),8%,5,2%,4%,-4,-2,11%,6%,27,4%
COC(=O)N1CCc2c(sc(NC(=O)C3=COCCO3)c2C#N)C1,-1%,-7,.,0%,5,.,0%,.,-4,0%
COc1cccc(CN(C)CC(=O)Nc2ccccc2C(=O)Nc2ccccc2)c1OC,-2%,8,-1%,-1%,36,-1,1%,11%,23,2%
CC(C)(C)c1ccc(Oc2ccc(N)cn2)cc1,-4%,5,4%,-6%,-2,-7,-1%,-13%,-5,-7%
COc1ccccc1C(=O)NNC(=S)NC(=O)c1sc2ccccc2c1Cl,-3%,-35,2%,?,-8,5,14%,?,11,-2%
COc1ccc(Cn2c(=O)[nH]c3cc(C(=O)NCCCN4CCCCCC4)ccc3c2=O)cc1,-1%,-10,1%,?,2,2,-3%,29%,5,12%
Cc1cc2cc(CNC(=O)c3ccc(S(=O)(=O)N4CCOCC4)cc3)ccc2[nH]1,30%,2,2%,-1%,-4,2,-6%,-5%,2,0%
Cc1ccc[n+](/C(=C\C(=C=[N-])C#N)C(=O)c2ccc(Cl)cc2)c1,-1%,-6,-3%,1%,12,-1,.,-7%,18,3%
COc1cc(/C=C/C(=O)N2CCN(C)CC2)cc(S(=O)(=O)N2CCc3ccccc32)c1OC,-1%,13,1%,-2%,1,0,5%,-3%,-14,-1%
CC(=O)N1CCC(N(CCN2CCOCC2)C(=S)Nc2ccc(C)cc2C)CC1,3%,-29,-1%,?,-1,-14,2%,8%,2,8%
COc1ccc(NC(=O)/C=C/C(=O)O)c([N+](=O)[O-])c1,4%,-2,1%,3%,-7,4,-13%,-25%,6,1%
Cc1ccc(NC(=O)CCN2C(=O)C3C4CCC(C4)C3C2=O)cc1Cl (stereo not given),-2%,32,-8%,2%,7,1,-3%,-6%,-22,5%
CS(=O)(=O)c1ccc2nc(NC(=O)c3cc([N+](=O)[O-])cc([N+](=O)[O-])c3)sc2c1,-11%,-8,-3%,4%,-10,6,3%,4%,-27,-2%
COc1ccc2c(c1)C(NC(=O)C(F)(F)F)CC2=O (stereo not given),2%,-4,0%,?,2,2,2%,6%,21,0%
COc1ccccc1CNC(=O)c1cc(S(=O)(=O)N2CCCC2)cn1C,7%,-8,.,-20%,-9,1,0%,.,-3,0%
COCCNC(=S)Nc1ccc(Cl)c(Cl)c1,5%,-3,-2%,8%,10,0,-1%,-3%,-12,0%
COc1cc(C(=O)N/C(=C\c2cn(C)c3ccccc23)C(=O)NCCCn2ccnc2)cc(OC)c1OC,1%,-4,1%,-2%,-3,7,4%,28%,6,-1%
Cc1cc(=O)oc2cc(NC(=O)c3cccc(S(C)(=O)=O)c3)ccc12,1%,-7,-3%,-11%,-1,1,1%,2%,-1,-1%
C=CCNC(=O)c1c(CSc2ccc(F)cc2)noc1C(=O)NCCC,15%,-8,.,-1%,14,.,2%,.,-9,-9%
O=c1n(Cc2ccccc2Cl)nc2n1-c1ccccc1SC2,9%,-3,0%,-11%,3,0,9%,-8%,?,-13%
CSc1nc(N)c(C#N)c(-c2ccccc2Cl)c1C#N,0%,-34,-5%,13%,8,4,-12%,7%,3,-5%
CCOc1ccc(OCC)c(NC(=O)C2CCCN(c3ncccn3)C2)c1 (stereo not given),-1%,4,-1%,-15%,18,-4,.,-3%,-4,2%
C=CCn1c(O)c(N=Nc2ccccc2O)c2ccccc21,17%,4,.,4%,.,.,6%,.,-26,-1%
O=C(CN(c1ccccc1)S(=O)(=O)c1ccccc1[N+](=O)[O-])Nc1cccnc1,0%,16,17%,?,-7,-1,-2%,2%,21,1%
O=S(=O)(c1ccc(F)cc1)N1CCN(S(=O)(=O)c2cccs2)CC1,-1%,-12,6%,4%,-2,.,-4%,2%,14,-2%
CSc1ccccc1C(=O)NC1CCCN(c2ccc(C(F)(F)F)cn2)C1 (stereo not given),6%,-14,2%,15%,2,-2,-8%,3%,-26,9%
